Assay outcomes (PubChem)
APJ agonist: agonists of human APJ apelin receptor. hit rate 0.11% among 330,000. activation, % at 20 µM. P35414. CHO-K1 APJ PathHunter beta-arrestin, luminescence; 0% DMSO wells, 100% apelin;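 active = activation more than six SD over the plate average, tested at 20 µM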;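 note: 0% = DMSO alone and 100% = apelin-13 at 10 nM; some results filed as inactive read as strong as hits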
Target sequence (P35414 whole entry, looked up): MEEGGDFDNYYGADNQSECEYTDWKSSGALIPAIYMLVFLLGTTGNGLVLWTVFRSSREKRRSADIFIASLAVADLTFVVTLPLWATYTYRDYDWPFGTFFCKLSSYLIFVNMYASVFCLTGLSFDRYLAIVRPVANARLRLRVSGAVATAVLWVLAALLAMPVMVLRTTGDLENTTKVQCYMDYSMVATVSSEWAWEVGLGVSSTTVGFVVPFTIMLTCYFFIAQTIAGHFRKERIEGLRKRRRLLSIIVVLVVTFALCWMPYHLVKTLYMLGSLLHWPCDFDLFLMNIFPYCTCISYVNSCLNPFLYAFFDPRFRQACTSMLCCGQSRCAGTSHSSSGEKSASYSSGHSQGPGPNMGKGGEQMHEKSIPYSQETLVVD
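Test system – PathHunter CHO-K1 APJ (AGTRL-1) beta-arrestin reporter cells · Input – 1000 cells/well · Compound – single test compound dose, 20 µM final, 1% DMSO · Times – compound stimulation 90 min at 25 °C, detection 60 min · Technique – beta-gal luminescence · Read-out basis – APJ–arrestin association signal · Control set – negative DMSO alone, positive Apelin-13 at 10 nM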
tim23-1 inh: inhibits growth of tim23-1 mutant yeast | S. cerevisiae tim23-1 growth, BacTiter-Glo luminescence, 24 h | inhibition, % at 20 µM | hit rate 1.3% among 330,000 | AID 463212;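 active = growth inhibition of the mutant yeast at or above 50%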;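 note: temperature-sensitive mutant grown at 25 °C; plate controls were DMSO-treated mutant yeast for no effect and medium wells lacking yeast for full effect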
APJ antag: antagonists of human APJ apelin receptor; P35414; CHO-K1 APJ beta-arrestin complementation, luminescence; inhibition, % at 20 µM; hit rate 0.32% among 330,000; AID 2521;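 active = inhibition above about 40% at 20 µM, limit read from the data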;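 note: cells challenged with 10 nM apelin-13 agonist together with compound; plate controls were apelin-13 plus DMSO wells for no effect and DMSO wells lacking apelin-13 for full effect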
NLRP3 yeast inh: blocks the NALP3 inflammasome reconstituted in yeast; inhibition, % at 10 µM; AID 2825; Yeast reconstituted NLRP3/ASC/caspase-1, beta-gal luminescence, 24 h; hit rate 0.39% among 330,000;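 active = inhibition of 50% or more; inactive = inhibition below 50%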;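 note: plate controls were induced DMSO wells for no effect and uninduced yeast grown without galactose for full effect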
TIM10 inh: inhibits growth of TIM10 yeast strain | S. cerevisiae TIM10 strain growth, BacTiter-Glo luminescence, 24 h | hit rate 1.4% among 330,000 | inhibition, % at 10 µM;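 active = inhibition of 40% or more at the single tested concentration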;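 note: wild-type TIM10 isogenic control strain grown at permissive 25 °C; 0% = DMSO yeast wells and 100% = minimal medium wells without yeast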
MIN6 prolif: inducers of beta-cell replication in MIN6 cells | MIN6 cells proliferation, ATPlite luminescence, 48 h; cells starved in 0.2% serum; 100% = growth in 10% serum | proliferation, % at 10 µM | hit rate 0.29% among 330,000 | AID 2380;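 active = compounds whose signal lies at least 3.5 SD above the mean of all wells on their plate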;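 note: 0% = DMSO-treated cells in low-serum medium and 100% = 10% serum control; some compounds called inactive have numbers as strong as hits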
NR3A LBD binder: modulates the human NR3A ligand-binding domain; NR3A LBD differential scanning fluorimetry, Tm shift; 0% = protein alone, 100% = glycine-bound protein; Tm shift relative to glycine control, % at 25 µM; hit rate 2.5% among 340,000; AID 1259313;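 active = melting temperature shift of at least 10% of the positive control shift, at one fixed dose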
tim10-1 inh: tim10-1 yeast growth inhibition; S. cerevisiae tim10-1 ts strain growth, BacTiter-Glo, 24 h; inhibition, % at 20 µM; hit rate 2.2% among 330,000; AID 463190;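 active = inhibition of at least 40%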;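 note: mutant grown at 25 °C; 0% = DMSO wells with yeast and 100% = wells holding no yeast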
MPTP inh: permeability transition pore inhibition; isolated mouse mitochondria, Ca2+ swelling absorbance, 30 min; inhibition, % at 10 µM; hit rate 1.4% among 360,000; AID 602449;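 active = inhibition of 50% or more, scaled per plate between neutral and stimulator controls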;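 note: 0% = DMSO wells given calcium and 100% = 1 mM EGTA wells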
Starred values were filed as active, the others as inactive; x = no result given. Hits appear at their usual frequency; about 7.2% have a hit in one of these screens.

SMILES	APJ agonist	tim23-1 inh	APJ antag	NLRP3 yeast inh	TIM10 inh	MIN6 prolif	NR3A LBD binder	tim10-1 inh	MPTP inh
COc1ccccc1NC(=O)CNC(=O)c1ccccc1C	-4	4	-26	8	-6	0	0	20	-1.0
CS(=O)(=O)N(CC(=O)N/N=C/c1ccccn1)c1ccc(Oc2ccccc2)cc1	-4	20	-5	3	-6	0	-3	33	2.3
COc1cccc(CNC(=S)NC2CCCC2)c1	-1	11	0	12	6	-2	0	18	0.3
CNC(=O)c1c(NC(=O)c2ccc(N3C(=O)CCC3=O)cc2)sc2c1CCCC2	-3	16	24	3	7	-4	-1	13	-0.5
CCOP(=O)(OCC)C(Nc1cccc([N+](=O)[O-])c1)c1ccc(OC)cc1 (stereo not drawn)	-4	24	2	24	-4	0	1	17	2.6
Cc1cc(C)n(-c2ccc(NC(=O)C3CCCCN3C(=O)c3cccs3)cc2)n1 (stereo not drawn)	3	4	2	7	6	3	-1	16	0.1
CC(=O)c1cccc(N(CC(=O)NC2CCCC2)C(=O)c2ccc(C)s2)c1	-3	8	14	9	-6	-3	4	7	-1.6
CC1(c2nnc(Cc3ccccc3)o2)CC(c2c(Cl)cccc2Cl)=NO1 (stereo not drawn)	0	19	13	8	15	5	0	13	-0.2
Cc1ccc(-n2c(C)nn(Cc3ccc([N+](=O)[O-])cc3)c2=O)cc1	-1	19	8	-6	-9	-3	-2	2	0.3
O=S(=O)(NN=C1CCCCCCC1)c1ccc(Br)cc1	-4	23	-5	7	17	-1	-1	32	1.5
CC1CCN(C(=O)c2cc(-c3ccc(Cl)c(Cl)c3)on2)CC1	-3	19	-19	18	15	-3	6	27	-1.0
O=C(c1ccc2c(c1)N(Cc1ccccc1)C(=O)CS2)N1CCOCC1	-3	8	-4	9	3	2	2	14	0.5
CCc1nc(SCC(=O)NCC2CCCO2)c2oc3ccccc3c2n1 (stereo not drawn)	-2	33	19	20	9	5	-1	19	0.6
C=C1CCN([C@H](C(=O)Nc2ccc(OC)cc2)C(C)C)S(=O)(=O)c2ccccc21	-3	22	3	10	10	-7	0	16	-0.8
CCOC(=O)c1c(C)[nH]c(C(=O)C(C)OC(=O)c2cccc(OCc3c(C)noc3C)c2)c1C (stereo not drawn)	8	33	-2	-6	13	-4	-9	27	1.0
C=CCN1C(=O)c2ccc(C(=O)NCCc3ccc(F)cc3)cc2C1=O	-9	14	-31	4	3	6	2	6	0.8
Cn1ccnc1SCC(=O)c1cccc(C(F)(F)F)c1	-3	25	3	13	-6	-3	-2	10	-1.7
CC(=O)c1cccc(CN2CCN(CC=C(C)C)C(CCO)C2)c1 (stereo not drawn)	-3	5	14	17	6	0	-1	5	0.7
N=c1c2c(ncn1CCCO)Oc1c(ccc3ccccc13)C2c1ccccc1 (stereo not drawn)	3	16	11	17	3	-4	2	-12	-2.9
Cc1ccc(-n2nnnc2SCc2ccc(C(=O)O)cc2)cc1C	-4	3	-16	9	-1	-3	3	12	-0.2
Cc1[nH]c(=O)[nH]c(=O)c1/C=N/NC(=O)[C@H](C)NC(=O)OC(C)(C)C	-5	-2	-2	7	-3	-4	1	5	-0.9
Cc1ccc(CC(=O)Nc2cc(C)on2)cc1	-1	13	-10	12	-25	0	-1	0	1.6
COc1cccc(OCCCN2CCCCC2)c1	-3	5	1	8	-4	-1	-1	-9	0.8
Cc1[nH]c(C)c(S(=O)(=O)N2CCN(c3ccccc3)CC2)c1C(=O)N1CCCCC1	3	1	3	-8	0	-3	2	-17	-0.6
CC(c1ccccc1)n1c(-c2ccncc2)n[nH]c1=S (stereo not drawn)	0	12	5	20	0	-3	1	9	0.2
SMILES	APJ agonist	tim23-1 inh	APJ antag	NLRP3 yeast inh	TIM10 inh	MIN6 prolif	NR3A LBD binder	tim10-1 inh	MPTP inh
CCn1c(SCC(=O)NNC(=O)Cc2ccccc2)nnc1-c1ccccc1	-2	8	12	5	8	-2	0	7	-1.8
COc1ccc(C(CNC(=O)C(=O)Nc2ccc3c(c2)OCCO3)N2CCN(C)CC2)cc1 (stereo not drawn)	0	10	0	24	9	-3	-1	5	0.1
CCCN1C(=O)S/C(=C/c2ccc(N3CCOCC3)o2)C1=O	-5	32	19	25	23	-4	1	41*	2.6
CCNc1nc(NCC)n2c(SCC(=O)c3ccccc3F)nnc2n1	1	10	6	6	-4	-3	-1	3	-1.3
O=S(=O)(NCC1CCCO1)c1cc(Cl)ccc1Br (stereo not drawn)	0	12	30	-20	16	-2	-19	15	0.3
O=C(NCCCN1CCCCC1)C1CCN(S(=O)(=O)N2CCC3(CC2)OCCO3)CC1	1	2	21	1	10	2	-1	-12	-1.5
CC[C@]12c3[nH]c4cc(CCC(=O)N(C)C)ccc4c3CCN1C(=O)[C@@H](CC(=O)NC/C=C(\C)CCC=C(C)C)C[C@@H]2C(=O)N1CCN(C(=O)c2ccco2)CC1	x	31	x	x	-1	x	0	13	0.3
CS(=O)(=O)N1CCc2cc(S(=O)(=O)NCCNS(=O)(=O)c3ccc4c(c3)CCN4S(C)(=O)=O)ccc21	-3	7	3	-6	12	-3	9	18	-3.6
CC(=O)c1ccc(N(CC(=O)NC2CCCCC2)C(=O)c2csnn2)cc1	3	19	6	4	-1	6.6*	1	-15	-0.2
CCOC(=O)CCNC(=O)N1CCCC(C(=O)c2ccccc2SC)C1 (stereo not drawn)	-6	4	-13	6	-25	2	-2	-5	2.1
COc1ccc(OC)c(S(=O)(=O)N2CCN(C(=O)c3ccco3)CC2)c1	-4	7	8	3	12	-2	-1	16	-0.1
O=C(CCC1CCCN(C(=O)Cc2cccc(F)c2)C1)N1CCN(c2ccccn2)CC1 (stereo not drawn)	-1	3	6	0	14	1	-2	7	-1.4
COc1ccc(-c2csc(NC(=O)CN3C(=O)CCC3=O)n2)c(OC)c1	1	12	-12	10	9	0	18*	9	0.3
Cc1ccc(NC(=O)c2ccc(NCCc3ccccc3)c([N+](=O)[O-])c2)cc1F	-1	4	-19	19	-2	0	-6	19	34
CCn1c(SCC(=O)N(Cc2ccccc2)C2CCS(=O)(=O)C2)nc2ccccc2c1=O (stereo not drawn)	-6	11	14	-3	21	2	1	8	-0.2
COc1ccc(N(CC(O)Cn2c3ccccc3c3ccccc32)S(=O)(=O)c2ccccc2)cc1 (stereo not drawn)	-2	18	-9	1	-6	-3	6	24	1.4
COC(=O)[C@H](Cc1ccccc1)NC(=O)NCc1ccc(C)cc1	3	20	4	21	4	2	2	-9	1.9
Cc1cccc(OCC(=O)NCc2nc(-c3ccccc3)no2)c1	-5	22	-10	24	-6	-3	2	32	0.0
CC(=O)c1c(C)nc2cc(Cl)ccc2c1N	-3	5	14	15	2	5.5*	-2	9	-2.8
Cc1onc(-c2ccccc2)c1C(=O)Nc1ccc(C(=O)N2CCCCC2)cc1	-2	0	-18	16	-8	-2	-1	2	1.9
CC1CCCCN1CC(O)COc1ccc(OCC(O)CN2CCCCC2C)cc1 (stereo not drawn)	5	-6	3	14	-4	-2	-2	-8	-0.1
COc1cccc(Nc2ccc(Nc3cccc(OC)c3)nn2)c1	-1	18	8	13	25	0	33*	29	-2.2
COc1ccc(CNC(=O)CSc2n[nH]c(N)n2)cc1OC	0	10	6	8	0	0	-5	6	-2.7
Cc1ccc(NC(=O)COc2ccc(/C=N\NC(=O)c3cccnc3)cc2)cc1C	-3	-3	-6	8	-4	-3	3	-8	-0.2
CC(C)n1c(SCC(=O)Nc2ccc(F)cc2)nnc1C1CC1	0	10	17	18	4	-4	-2	6	-0.1
SMILES	APJ agonist	tim23-1 inh	APJ antag	NLRP3 yeast inh	TIM10 inh	MIN6 prolif	NR3A LBD binder	tim10-1 inh	MPTP inh
Cc1cc(NC(=O)c2ccc3c(c2)C(=O)N(Cc2cccnc2)C3=O)no1	-9	-12	9	5	2	-2	-1	6	-0.4
COc1cccc2c1Oc1ncccc1N(C(=O)CCC(=O)NCc1ccc(C)cc1)C2	-4	8	-24	-10	9	5	7	1	-0.6
O=C(CN1CCN(S(=O)(=O)c2ccc(F)cc2)CC1)c1ccc(O)c(O)c1	2	5	-2	-2	21	-5	-3	-8	2.7
Cc1cc(C)cc(OCC(=O)O/N=C(\N)c2ccccn2)c1	2	21	-23	31	2	-1	2	19	-0.2
CN(c1cccc(NC(=O)c2ccccc2N(Cc2ccccc2)S(C)(=O)=O)c1)S(C)(=O)=O	-3	-1	-16	11	-1	0	-1	2	-0.2
Cc1cc(C)n2nc(SCc3ccc(F)cc3Cl)nc2n1	-2	37	8	27	15	3	-2	2	0.5
Cc1cc(C)cc(OCCCOc2cccc3cccnc23)c1	-4	37	22	33	27	-3	1	42*	1.0
CCCn1c(C)cc(C(=O)CN2C(=O)c3cccc(N)c3C2=O)c1C	-3	9	10	-1	-3	-1	0	14	0.6
Cc1cc2cc(C)c3nnc(SCC(=O)Nc4ccc(S(=O)(=O)N5CCCCC5)cc4)n3c2cc1C	-2	2	4	-1	15	1	-1	12	-0.1
CCc1cccc(NC(=O)CCCn2nc(CC)n3c(cc4occc43)c2=O)c1	1	31	8	11	5	0	-1	26	-0.7
CCOc1ccc(NC(=O)CCC(=O)NNC(=O)c2cccc([N+](=O)[O-])c2)cc1	-3	-2	-6	12	-6	-3	0	-8	-0.8
Cc1ccc2c(c1)CCCN2C(=O)CSc1ccccc1	-3	25	27	16	3	8	1	20	-1.8
COc1ccc(/C=C/C(=O)O)cc1S(=O)(=O)NCC1CCCO1 (stereo not drawn)	-2	13	-6	-2	3	-2	0	-1	1.9
Cc1c(C#N)c2ncn(Cc3ccccc3)c(=O)c2n1-c1ccccc1	0	16	-9	2	17	-1	-1	22	-3.7
CC1=Nc2cc(C(=O)O)ccc2Sc2ccc(C)cc21	2	17	0	17	3	1	-1	32	1.4
CCCC/C(O)=C1\C(=O)CCCC1=NCCc1c(C)[nH]c2ccccc12	-1	16	13	-2	-5	1	1	10	3.6
C=CCNC(=O)c1cc(Cl)ccn1	-1	-4	6	-7	-7	-2	0	5	0.9
Cc1ccc(C)c(-n2nnnc2SCC(=O)NCCC2=CCCCC2)c1	-2	35	-6	-6	5	-3	-3	28	18
COc1ccccc1OCC(=O)N/N=C/c1c(O)ccc2ccccc12	2	59*	4	25	30	-7	x	36	2.0
C/C(N)=C(/C#N)C(=O)CSc1nnc(-c2ccccc2Br)o1	-5	-1	19	-2	4	1	-1	-6	-2.0
CCc1cc2c(=O)c(-c3nc4ccccc4[nH]3)coc2c(CN2CCCCC2)c1O	2	-18	4	11	-36	0	-1	-37	1.5
O=C(O)c1cc(-c2ccc(/C=N/N3C(=O)C4C5C=CC(C6CC56)C4C3=O)o2)ccc1Cl (stereo not drawn)	0	13	-4	-9	-10	5	-2	-7	0.9
O=S(=O)(Nc1ccc2c(c1)OCO2)c1ccc(Cl)cc1F	-3	7	-2	50	-4	-1	0	1	0.1
Cn1cccc1CC(=O)N/N=C\c1cccs1	0	10	5	16	-9	-6	-2	7	-0.2
COCCN(Cc1cc2cc3c(cc2nc1Cl)OCO3)C(=O)Nc1ccccc1OC	2	-4	12	7	1	1	-1	-2	3.8

Some of the entries above, set out differently:
mol | APJ agonist | tim23-1 inh | APJ antag | NLRP3 yeast inh | TIM10 inh | MIN6 prolif | NR3A LBD binder | tim10-1 inh | MPTP inh
CCCC/C(O)=C1\C(=O)CCCC1=NCCc1c(C)[nH]c2ccccc12 | -1 | 16 | 13 | -2 | -5 | 1 | 1 | 10 | 3.6
C=CCNC(=O)c1cc(Cl)ccn1 | -1 | -4 | 6 | -7 | -7 | -2 | 0 | 5 | 0.9
Cc1ccc(C)c(-n2nnnc2SCC(=O)NCCC2=CCCCC2)c1 | -2 | 35 | -6 | -6 | 5 | -3 | -3 | 28 | 18
